Source: PubChem BioAssay
TSG101-PTAP inh: blocks PTAP/TSG101 interaction to inhibit HIV-1 budding; 340,000 tested, under 10 active; Potency, µM (doses to about 115 µM), without a hit: at the highest dose activity change, negative = inhibition, actives largely listed as inhibitors; Q99816; AID 493005; Fluorescence polarization, FITC-PTAP peptide / Tsg101 binding; active = well fitted inhibition curve with a large enough effect in the main read-out, with a control signal flat, not every such curve was filed as active; inconclusive = small, poorly fitted or top-dose-only effect, or effect the other way, or a change in a side signal; inactive = no such curve, though single readings can be large or run the other way; also: potency is read from the fitted curve at half-maximal effect; % of control where 0% means no effect
Target sequence (Q99816 whole entry, looked up): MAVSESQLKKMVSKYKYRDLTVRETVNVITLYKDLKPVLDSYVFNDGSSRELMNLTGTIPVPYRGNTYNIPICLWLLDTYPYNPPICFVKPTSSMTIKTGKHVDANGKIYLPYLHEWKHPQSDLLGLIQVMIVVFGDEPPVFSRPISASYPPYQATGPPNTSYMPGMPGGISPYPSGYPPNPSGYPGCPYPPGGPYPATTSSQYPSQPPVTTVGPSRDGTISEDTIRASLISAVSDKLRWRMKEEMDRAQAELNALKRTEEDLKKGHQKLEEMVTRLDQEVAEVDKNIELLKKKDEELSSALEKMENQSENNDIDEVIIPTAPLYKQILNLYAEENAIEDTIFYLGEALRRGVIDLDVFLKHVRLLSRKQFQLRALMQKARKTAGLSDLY
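FP read-out: FITC-PTAP peptide, 50 nM final, binding Tsg101 binding domain, 10 uM final; 20 min, r.t.; 10 mM HEPES pH 7.5, 0.15 M NaCl, 0.01% Tween 20, 3 mM EDTA, 0.1 mM TCEP.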
ELG1 repair inh: ELG1-dependent DNA repair inhibition. AID 504467. 330,000 tested, 2.3% active. Potency, µM (titrated, usually from 46.1 µM), for inactives: top-dose activity change, negative = inhibition, most hits filed as inhibitors. HEK293T ELG1-luciferase reporter, luminescence, 16 h; DNA damage induced by 5-fluorouridine; also: potency is read from the fitted curve at half-maximal effect; % is scaled to controls: 0 for no effect and ±100 for the full control effect; nearly all actives have a fitted effect of over 55% in size
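HEK293T cells expressing luciferase-tagged ELG1 (2,000/well) received 5-Fluorouridine plus compound or DMSO for 16 hr at 37 °C. Luciferase was read by ONE-Glo luminescence after 30 min at room temperature.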
S-ASM inh: human S-ASM enzyme inhibition; P17405; placental ASM, HMU-PC fluorogenic substrate, 60 min; Potency, µM (highest dose often 57.5 µM), for inactives: at the top dose activity change, negative = inhibition, usual class: inhibitors; 340,000 tested, 0.006% active; also: potency is read from the fitted curve at half-maximal effect
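Human placenta-derived ASM preincubated with compound 10 min at room temperature, then reacted with 9 uM (final) fluorogenic HMU-PC substrate for 60 min at 37 C. Stop solution raises pH to 10; fluorescence read at Ex 386/Em 447 nm.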
a7 integrin act: integrin-mediated muscular dystrophy alleviation activation. Potency, µM (series often up to 38.3 µM), for inactives: at the top dose activation, most hits filed as activators. 350,000 tested, 0.064% active. alpha7betagal myoblasts, beta-gal FDG fluorescence, 48 h. AID 624291;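 also: potency is read from the fitted curve at half-maximal effect; 100% = response of the positive control SU9516; nearly all actives have a fitted effect of over 60% in size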
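alpha7betagal+/- myoblasts (passage 13, 250/well) treated 48 h at 37C with compounds at 1:260 dilution of DMSO stock. Lysed, then beta-galactosidase activity read as FDG fluorescence (ex 480/em 540) after 30 min, with pre-read for autofluorescence.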
A-T KAP1 phos: potential ataxia-telangiectasia treatments restoring KAP-1 phosphorylation; […] A-T fibroblasts, KAP-1 phosphorylation AlphaLISA; neocarzinostatin DNA damage 30 min before lysis; Potency, µM (top dose mostly 57.5 µM), inactives show at the highest dose activation, usual class: activators; 320,000 tested, 0.19% active; AID 485349; also: potency is read from the fitted curve at half-maximal effect; % of control where 0% means no effect; nearly all actives have a fitted effect of over 45% in size
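ATM-like activity read as KAP-1 phosphorylation via AlphaLISA donor/acceptor antibody pairs after lysis and 6 hr at 25C. Cells were ATM-null patient fibroblasts ([…], hTERT), dosed 60 min, then exposed to the DSB inducer NCS for 30 min.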
Eya2 inh: Eya2 (human) phosphatase inhibition | recombinant Eya2, OMFP fluorescence dephosphorylation (OMFP is methylfluorescein phosphate) | Potency, µM (highest dose often 76.9 µM), for the others: top-dose activity, negative = inhibition, hits mostly inhibitors | 330,000 tested, 0.006% active | AID 488837; also: potency is read from the fitted curve at half-maximal effect; % is scaled to controls: 0 for no effect and ±100 for the full control effect
Target sequence (O00167 whole entry, looked up): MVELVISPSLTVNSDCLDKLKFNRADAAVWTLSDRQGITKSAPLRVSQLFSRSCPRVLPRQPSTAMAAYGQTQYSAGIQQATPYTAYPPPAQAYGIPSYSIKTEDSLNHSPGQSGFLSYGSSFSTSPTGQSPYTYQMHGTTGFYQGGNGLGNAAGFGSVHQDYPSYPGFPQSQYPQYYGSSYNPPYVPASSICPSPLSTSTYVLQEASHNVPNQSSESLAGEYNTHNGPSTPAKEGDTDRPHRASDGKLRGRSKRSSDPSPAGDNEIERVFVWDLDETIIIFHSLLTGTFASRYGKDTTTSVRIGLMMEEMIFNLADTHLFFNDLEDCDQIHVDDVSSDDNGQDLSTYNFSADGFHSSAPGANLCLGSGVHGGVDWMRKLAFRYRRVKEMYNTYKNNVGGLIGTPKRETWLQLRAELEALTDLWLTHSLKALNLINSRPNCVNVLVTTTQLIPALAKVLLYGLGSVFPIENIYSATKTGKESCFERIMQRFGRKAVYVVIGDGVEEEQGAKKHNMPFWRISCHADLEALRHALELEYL
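Eya2 protein (added as 0.2 uM solution) was preincubated with compound for 10 min at ambient temperature in 50 mM HEPES pH 7.5, 50 mM NaCl, 5 uM MgCl2, 0.05% BSA, 1 mM DTT. OMFP (added at 50 uM) then reacted 10 min; fluorescence read at 485/525 nm.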
BCR signal inh: chronic active BCR signaling inhibition. ABC-DLBCL IkBa-CBG/CBR reporter, luminescence ratio, 4 h. Potency, µM (doses to about 46.1 µM), inactives show at the top dose ratio change, negative = lower green/red ratio, usual class: inhibitors. 340,000 tested, 0.05% active; active = well fitted inhibition curve with a large enough effect in the signal ratio, with a control signal flat, not every such curve was filed as active; inconclusive = small, poorly fitted or top-dose-only effect, or effect the other way, or a change in a side signal; the % refers to the signal ratio;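 also: potency is read from the fitted curve at half-maximal effect; plate controls were basal doxycycline-induced cells for no effect and cells given 10 µM MG132 for full effect; MG132 reads +100%, hits lower the ratio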
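TMD8 human ABC-DLBCL cells with doxycycline-inducible IκBα–green luciferase fusion and unfused red luciferase, in 0.5% FBS medium; compounds up to 46 uM, 4 h at 37C. Green/red luminescence ratio, filter-overlap corrected, fitted to concentration-response curves.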
TSHR antag: antagonists of human thyroid stimulating hormone receptor | TSHR-expressing cells, TSH-stimulated cAMP HTRF, 2 h; active compounds read low | activity change, negative = inhibition, % at 11.5 µM | 330,000 tested, 0.2% active | AID 504810;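 active = activity change below a set negative limit, meaning inhibition stronger than a set level, cut at about -70% in these data; inconclusive = activity change between two set negative limits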; also: % is scaled to controls: 0 for no effect and ±100 for the full control effect
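Inhibition of cAMP made by TSHR-expressing cells under TSH stimulation (4nM final, EC80; 2 h, 37 deg C) is quantified with a one-step lysis HTRF kit, anti-cAMP cryptate versus cAMP-d2.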
Mito fusion act: mitochondrial division inhibition or fusion activation | S. cerevisiae fusion-defective mutant growth rescue, CellTiterGlo 48 h | Potency, µM (series often up to 46.1 µM), inactives show top-dose growth rescue (activation), actives largely listed as activators | 320,000 tested, 0.23% active;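 also: potency is read from the fitted curve at half-maximal effect; % of control where 0% means no effect; nearly all actives have a fitted effect of over 45% in size; temperature-sensitive fusion mutants such as fzo1-1 at 37 °C on non-fermentable ethanol glycerol medium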
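Compounds are tested for their ability to restore growth of mitochondrial fusion-defective yeast strains at non-permissive 37C in YPEG medium over 48 hours. Viability is quantified by luciferase luminescence.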
Tb PFK inh: T. brucei PFK enzyme inhibition | 330,000 tested, 0.17% active | T. brucei PFK, ADP-Glo luminescence | Potency, µM (titrated, usually from 57.5 µM), for the others: at the highest dose activity, negative = inhibition, most hits filed as inhibitors | O15648;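 also: potency is read from the fitted curve at half-maximal effect; 0% = uninhibited 1x PFK enzyme wells and -100% = no-enzyme wells; nearly all actives have a fitted effect of over 60% in size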
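ADP-Glo luminescence quantified ADP after 45 min at room temperature, with 1.25 nM T. brucei PFK, 0.1 mM ATP and 0.5 mM fructose-6-phosphate in pH 8.0 TEA buffer. qHTS titrations up to 57 µM; curves classified by quality.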
TCR activator: T cell receptor activation | primary human leukocytes, anti-CD3, IL-2 HTRF, 48 h | AID 504894 | 330,000 tested, under 10 active | Potency, µM (series often up to 9.22 µM), for inactives: top-dose activation of IL-2 secretion, actives largely listed as activators; also: % of control where 0% means no effect
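48 hr co-incubation of compounds, a-CD3 beads and primary human leukocytes; IL-2 quantified homogeneously by HTRF with anti-IL-2 K and d2 conjugates.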
* hit, by the source's call; ? = inconclusive; / = no result given; [ ] = dose if it differs, or a comment. Unless noted, calls follow the shape of the dose curve; as a rule, active = well fitted curve in the direction sought with a large enough effect; inconclusive = small, poorly fitted or top-dose-only effect, or another doubt; inactive = no such curve, though single readings can be large; an effect the other way counts as inactive or inconclusive. The order is random, and some 3.2% of all compounds hit somewhere here.

cpd	smiles	TSG101-PTAP inh	ELG1 repair inh	S-ASM inh	a7 integrin act	A-T KAP1 phos	Eya2 inh	BCR signal inh	TSHR antag	Mito fusion act	Tb PFK inh	TCR activator
1	Cc1c([N+](=O)[O-])cc(C(=O)NCc2ccc(F)cc2)cc1[N+](=O)[O-]	-2.9%	-16.8%	-2.9%	-15.9%	-3.5%	0.9%	-0.5%	-1.5	0.3%	-8.0%	-12.1%
2	O=C(Nc1ccccc1)c1ccccc1NC(=O)C(F)(F)F	-3.8%	?	-9.3%	6.9%	0.6%	-11.0%	-0.7%	-22.7	2.0%	-3.6%	-2.9%
3	CN(CCN1CCOCC1)C(=O)CC1C(=O)NCCN1Cc1ccccc1F (stereo not drawn)	-3.3%	10.2%	11.9%	14.4%	18.5%	-1.8%	-6.3%	12.6	1.0%	2.4%	-4.3%
4	Cc1cccc(OCC(=O)Nc2ccccc2F)c1	-0.1%	?	-1.1%	-7.7%	2.3%	1.6%	?	-10.9	0.1%	-3.0%	0.2%
5	CC1=C(C(=O)OCC(C)C)C(c2cccs2)NC(=S)N1 (stereo not drawn)	-3.1%	-9.2%	-0.6%	23.7%	3.6%	6.4%	2.5%	0.5	13.3%	0.1%	0.0%[46.1 µM]
6	C#CCOCCOCCOCCNc1nc(N2CCN(C(=O)CCCCCCCCCCNC(=O)[C@H]([C@@H](C)CC)n3cc(CCCCCN)nn3)CC2)nc(N2CCN(C(=O)CCCCCCCCCCNC(=O)[C@H](CCCCN)n3cc(CCCC(=O)O)nn3)CC2)n1	-4.9%	11.0%	-9.1%	-16.7%	5.6%	-44.4%	?	21.6	-4.5%	-13.1%	3.7%
7	O=C(COC(=O)C1=NN(c2ccccc2)C(=O)CC1)NCc1ccccc1Cl	-0.5%	8.2%	3.4%	-17.9%	-2.8%	-13.6%	-1.9%	-4.7	5.8%	-0.6%	-4.5%
8	C[C@H](NS(=O)(=O)c1ccc(Cl)cc1)C(=O)OCC(=O)NC(=O)Nc1ccc2c(c1)OCCO2	-0.3%	?	-6.6%	4.1%	-8.1%	-17.3%	-13.7%	6.7	8.9%	-1.6%	5.4%[46.1 µM]
9	O=C(CCCN1CCc2[nH]c3ccc(F)cc3c2C1)c1ccc(F)cc1	-6.9%	-8.8%	-4.4%	-58.6%[inhibitor]	-7.9%	15.0%	?	5.1	-23.0%	?	2.3%
10	COc1cc2c(cc1O)C(SC)=NC(C)(C)C2	4.7%	?	-1.4%	-51.5%[inhibitor]	/	-11.2%	?	-13.3	-2.4%	-2.9%	2.3%[46.1 µM]
11	COc1ccc(CCNC(=O)COC(=O)c2cc(S(=O)(=O)N3CCOCC3)ccc2C)cc1OC	-2.7%	?	-0.5%	1.8%	7.1%	-12.5%	?	-0.5	/	1.4%	-5.2%[46.1 µM]
12	c1cncc(-c2nc(NCCCn3ccnc3)c3ccccc3n2)c1	-3.5%	?	-1.1%	-21.3%	0.3%	?	?	1.1	3.5%	-0.3%	1.2%
13	Fc1ccccc1C1CCN(Cc2nc(COc3ccccc3)no2)C1 (stereo not drawn)	1.2%	14.2%	1.0%	-25.1%	5.6%	-8.2%	3.1%	-15.4	-0.8%	0.4%	-2.4%
14	COc1ccc(N2CCN(C(=O)c3ccc(CS(=O)Cc4ccc(Cl)cc4)o3)CC2)cc1 (stereo not drawn)	-1.1%	?	-5.2%	16.3%	0.0%	-5.2%	-2.4%	-12.2	12.1%	-4.6%	8.2%
15	CC(=O)Nc1ccc(NC(=O)C/C(C)=N/NC(=O)c2cccc3ccccc23)cc1	-2.3%	7.7%	1.0%[11.5 µM]	-17.4%	-0.6%	0.2%	?	2.7	0.2%	4.2%	-2.2%
16	COCC(=O)Nc1nc2n(n1)C(c1ccc(OC)cc1)CC(c1ccc(OC)cc1)N2 (stereo not drawn)	-4.6%	1.3%	5.2%	4.6%	-2.6%	-26.3%	?	3.4	-1.4%	25.7%	-20.4%
17	COC(=O)CCC(=O)Nc1ccc(Br)cc1	-8.3%	26.4%	0.3%	-0.9%	0.9%	-8.3%	6.2%	0.9	-3.3%	5.4%	5.0%
18	CN(CC(=O)Nc1ccccc1Br)C(=O)CNC(=O)C1CCCCC1	-6.8%	8.6%	-0.6%	0.6%	-0.6%	10.6%	-1.7%	6.5	2.5%	-0.4%	-18.3%
19	CC1=C(C)CS(=O)N(S(=O)(=O)c2ccccc2)C1 (stereo not drawn)	-2.2%	?	-3.2%	-7.2%	-3.5%	-9.3%	?	9.7	0.4%	-7.5%	-2.2%
20	CC(C)CNS(=O)(=O)c1ccc(CCC(=O)N2CCN(c3ccccc3)CC2)cc1	-3.1%	?	4.5%	-40.8%	-2.9%	-1.9%	6.6%	-3.0	-2.9%	-0.9%	-5.3%
21	O=C(Nc1ccc(Oc2ccc(C(=O)O)c(C(=O)O)c2)cc1)c1cccs1	-5.4%	-1.5%	0.9%	15.6%	3.4%	3.4%	?	0.5	4.0%	7.4%	-2.4%
22	COc1ccccc1-c1nn(-c2ccccc2)cc1C(=O)NC1CC1	-4.6%	8.8%	-0.5%	5.6%	-1.5%	-15.3%	2.8%	-17.7	3.4%	-4.3%	0.2%
23	CCOC(=O)C1C(=O)NC(N2CCN(Cc3ccccc3)CC2)=NC1c1ccccc1 (stereo not drawn)	-1.3%	-1.4%	1.5%	11.2%[7.66 µM]	/	2.3%	11.4%	21.7	1.1%	0.4%	/
24	O=C(c1ccc(N2CCCC2=O)cc1)N1CCCCCC1	-4.1%	-9.9%	4.0%	7.0%	3.2%	0.5%	-1.9%	9.8	-1.3%	-5.4%	6.5%
25	CCN(CC(=O)Nc1ccc(NC(C)=O)cc1)c1ccc(C(F)(F)F)cn1	-0.4%	-3.3%	0.1%	7.6%	-1.0%	3.8%	-0.4%	3.1	-1.6%	-0.3%	2.6%[46.1 µM]
26	N#Cc1nc(-c2cccs2)oc1NCc1ccc2c(c1)OCO2	-2.3%	18.6%	97.7%[activator]	-9.4%	4.5%	-0.5%	-5.7%	-12.4	?	3.6%	-3.3%
27	O=C(O)c1cccc(S(=O)(=O)N2CCN(c3ccccn3)CC2)c1	-0.6%	-0.4%	4.3%	-6.7%	-1.8%	3.6%	3.4%	-2.6	-1.4%	-7.8%	0.7%
28	Nc1nc(SCC(=O)Nc2ccc(Oc3ccccc3)cc2)n[nH]1	1.5%	-0.9%	-1.7%	13.4%	/	0.6%	?	-9.9	-2.9%	-1.5%	6.3%[46.1 µM]
29	CC(=O)Oc1ccc(C(=O)[C@H]2[C@H]3C(=O)N(c4ccc5ccccc5c4)C(=O)[C@H]3[C@@H]3C=CC=NN32)cc1	5.2%	?	-3.0%	0.3%	-2.4%	-12.2%	-2.5%	-5.2	1.5%	4.5%	-1.5%[46.1 µM]
30	CC(C)CNc1nc(N)c([N+](=O)[O-])c(NC2CCCCC2)n1	2.3%	?	-1.1%	-17.1%	5.1%	1.2%	7.3%	3.4	1.6%	2.8%	3.0%
31	CCOC(=O)Cn1nc(C)c(NC(=O)COc2ccccc2[N+](=O)[O-])c1C	-2.4%	-28.0%	-0.5%	1.4%	1.1%	4.7%	0.4%	-2.9	0.2%	-1.1%	5.6%
32	COc1ccc(C(=O)N(Cc2nc(-c3ccc(C)cc3)no2)C2CCCCC2)cc1OC	-3.1%	?	-19.5%	2.2%	8.5%	-4.0%	?	-14.2	?	-1.0%	11.6%
33	Cc1cccc(NC(=O)c2cnc3n(c2=O)CCS3)c1	-1.2%	?	7.2%	12.3%	2.6%	2.7%	4.9%	1.1	3.5%	-5.5%	2.8%[46.1 µM]
34	C=CCSc1nnc(-c2c[nH]c3ccccc23)n1CCOC	-5.8%	-7.9%	-0.3%	-25.9%	4.5%	8.8%	-3.4%	-0.4	0.0%	-0.8%	-2.8%
